# Screening results deposited in PubChem BioAssay by Southern Research Specialized Biocontainment Screening Center.
# influenza NS1A: H1N1 influenza NS1A inhibitors, functional cell based assay (AID 504329). NS1A functional cell-based assay, percent inhibition; higher % means a stronger effect. inhibition, % at 12.5 µM; hits with a dose series show IC50 in µM. 340,000 tested, 0.3% active; in the data active = a potency from the dose series; inconclusive = inhibition above about 27% without an active follow-up result; also: strong numbers were not always called active
# M. tuberculosis HTS: M. tuberculosis growth inhibition, HTS (AID 449762) | 330,000 tested, 0.59% active | inhibition, % at 25 µM; hits with a dose series show IC50 in µM | M. tuberculosis H37Rv growth inhibition, 7H9 media; higher % means a stronger effect; in the data active = a potency from the dose series; inconclusive = inhibition above about 70% without an active follow-up result;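 also: bacterial growth assessed after seven days of incubation; strong numbers were not always called active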
# inhibitors of VEEV: inhibitors of VEEV TC-83 cytopathic effect, confirmation, Vero cells (AID 588727) | inhibition, % at 20 µM; hits with a dose series show IC50 in µM | Vero cells, VEEV TC-83 cytopathic effect inhibition; higher % means a stronger effect | 350,000 tested, 0.13% active; in the data active = a potency from the dose series; inconclusive = inhibition mostly from about 14% at the one dose, without a potency; inactive = the rest, 99 in 100 with inhibition below about 12%; also: strong numbers were not always called active
# M. tuberculosis: growth inhibition of non-replicating M. tuberculosis (AID 488890). Mycobacterium tuberculosis non-replicating, growth inhibition; higher % means a stronger effect. inhibition, % at 25 µM, or IC50 in µM where a hit was titrated. 320,000 tested, 0.39% active; in the data active = a potency from the dose series; inconclusive = inhibition mostly from about 82% at the one dose, without a potency; inactive = the rest, 99 in 100 with inhibition below about 76%;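 also: plate controls were DMSO cells for no effect and high antibiotic wells for full effect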
# PhoP GFP inhibition: PhoP regulon inhibitors, Salmonella typhi PhoP promoter GFP reporter, confirmatory (AID 1850); Salmonella Typhi PhoP-promoter GFP reporter, fluorescence, 4 h; higher % means a stronger effect; one-dose inhibition, % at 50 µM; IC50 in µM for titrated hits; 310,000 tested, 0.33% active; in the data active = a potency from the dose series; inconclusive = inhibition mostly from about 25% at the one dose, without a potency; inactive = the rest, 99 in 100 with inhibition below about 19%;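 also: 0% = induced wells with vehicle and 100% = uninduced wells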
# inhibitors of VEEV 10K pilot screen: also measured in inhibitors of VEEV; calls as there; inhibition, %; measured here: 10K pilot screen inhibition
# Starred values were filed as active, the others as inactive; i = inactive; ? = inconclusive; nt = not tested or not shown.
SMILES,influenza NS1A,M. tuberculosis HTS,inhibitors of VEEV,M. tuberculosis,PhoP GFP inhibition,others
COC(=O)c1ccn(CSc2cc(Cl)ccc2Cl)n1,-4.8%,-3.0%,3.1%,70.0%,nt,
Cc1cc(NC(=O)CCC(=O)N(CC(C)C)C(C(=O)NC(C)(C)C)c2ccccc2Cl)no1 (stereo not given),3.5%,-10.4%,i,12.1%,9.8%,
COc1ccc(NC(=O)c2cc3ccccc3o2)cn1,-1.6%,3.4%,2.0%,?,4.7%,
CCOC(=O)C1CCCN(C(=O)C2CCN(C(=O)Nc3ccccc3)CC2)C1 (stereo not given),-1.4%,-2.3%,1.0%,-1.2%,-0.4%,
CCNc1nc(NCC)nc(OCCNS(=O)(=O)c2ccccc2)n1,-3.4%,-0.9%,5.1%,0.8%,15.0%,
CCCn1ncc(CN2CCC(Oc3ccc(C(=O)N4CCCC4)cc3)CC2)c1C,-1.9%,-1.3%,4.8%,5.3%,-0.8%,
CC(C)CCNC(=O)c1cccc(S(=O)(=O)N2CCc3ccccc32)c1,2.6%,-9.9%,0.0%,16.3%,5.3%,
COc1ccc(C(=O)NCCN2CCOCC2)c(OC)c1OC,-0.1%,-0.4%,1.7%,-13.0%,12.5%,
Cc1ccc2[nH]c3c(=O)n(N)c(=O)[nH]c3c2c1,nt,-2.6%,1.2%,-1.6%,-7.3%,
O=S(=O)(NCCc1cn2ccccc2n1)c1ccc(F)c(C(F)(F)F)c1,-6.8%,-2.3%,0.6%,-4.8%,1.6%,
N#Cc1ccccc1OCC(=O)OCC(=O)NC1CCCCCC1,0.3%,-5.3%,0.9%,-15.1%,nt,
COCCOc1ccc(C(F)(F)F)cc1NC(=O)c1ccc(F)cc1,-4.9%,-1.0%,0.0%,-2.9%,-6.5%,
Cc1nn(CC(=O)N2CCOCC2)c(=O)c2nn(-c3ccccc3)c(C)c12,-7.8%,10.4%,1.5%,-1.7%,-16.0%,
CCN(c1ccccc1)S(=O)(=O)c1ccc(OC)c(NC(=O)c2cccs2)c1,-4.5%,-0.6%,4.5%,19.3%,-6.0%,
CCn1cc(C2=NOC(C(=O)O)C2)c(C)n1 (stereo not given),12.6%,-7.9%,4.0%,-7.1%,0.2%,

# A draw from above in order of length of the SMILES, ascending:
SMILES,influenza NS1A,M. tuberculosis HTS,inhibitors of VEEV,M. tuberculosis,PhoP GFP inhibition,others
N#Cc1ccccc1OCC(=O)OCC(=O)NC1CCCCCC1,0.3%,-5.3%,0.9%,-15.1%,nt,
CCNc1nc(NCC)nc(OCCNS(=O)(=O)c2ccccc2)n1,-3.4%,-0.9%,5.1%,0.8%,15.0%,
COCCOc1ccc(C(F)(F)F)cc1NC(=O)c1ccc(F)cc1,-4.9%,-1.0%,0.0%,-2.9%,-6.5%,
CC(C)CCNC(=O)c1cccc(S(=O)(=O)N2CCc3ccccc32)c1,2.6%,-9.9%,0.0%,16.3%,5.3%,
O=S(=O)(NCCc1cn2ccccc2n1)c1ccc(F)c(C(F)(F)F)c1,-6.8%,-2.3%,0.6%,-4.8%,1.6%,
CCOC(=O)C1CCCN(C(=O)C2CCN(C(=O)Nc3ccccc3)CC2)C1 (stereo not given),-1.4%,-2.3%,1.0%,-1.2%,-0.4%,
CCN(c1ccccc1)S(=O)(=O)c1ccc(OC)c(NC(=O)c2cccs2)c1,-4.5%,-0.6%,4.5%,19.3%,-6.0%,

# (listing goes on)
SMILES,influenza NS1A,M. tuberculosis HTS,inhibitors of VEEV,M. tuberculosis,PhoP GFP inhibition,others
CON(C)c1nc(NCC(C)C)nc(OCC#N)n1,5.0%,-5.8%,0.1%,-13.2%,-8.1%,
COc1ccc(S(=O)NC2CCCCC2)c(OC)c1C (stereo not given),-10.3%,4.5%,0.3%,-1.2%,-0.1%,
Cc1cccnc1NC(=O)c1ccc(Cl)c(S(=O)(=O)N2CCCCC2)c1,-1.9%,-0.9%,2.5%,28.2%,6.0%,
COc1ccc(C(=O)Nc2cc(C)on2)cc1OC,-5.0%,3.9%,1.3%,3.8%,-4.3%,
Cc1cccc(N(CC(=O)NCCSCc2ccccc2)S(C)(=O)=O)c1C,5.3%,-3.2%,0.9%,13.2%,-6.3%,
c1ccc2c(c1)CCCC2NC1=NCCC1 (stereo not given),0.0%,-9.3%,2.4%,27.3%,-2.4%,
CN(CC(O)COc1ccc2ccccc2c1)C1CCCCC1 (stereo not given),2.0%,9.0%,0.9%,14.1%,4.3%,
CC(=O)OCC(=O)[C@@]1(O)CC[C@H]2[C@@H]3C[C@H](C)C4=CC(=O)C=C[C@]4(C)[C@H]3[C@@H](O)C[C@@]21C,-8.3%,-2.9%,0.5%,7.9%,-4.1%,
O=c1c(Cc2ccc(Cl)cc2)c(O)ccn1Cc1ccccc1,3.9%,-5.7%,i,-6.1%,-10.7%,
O=C(Nc1ccc(CN2CCOCC2)cc1)c1ccc(Cl)cc1Cl,-34.1%,3.0%,i,23.6%,-2.1%,
Cc1noc(COc2ccccc2OCC(O)CNC(C)(C)C)n1 (stereo not given),-7.4%,3.8%,2.1%,8.5%,-9.2%,
CC(=O)c1c(C)[nH]c(C(=O)OC(C)C(=O)Nc2ccc(C)c(S(=O)(=O)N3CCOCC3)c2)c1C (stereo not given),-7.5%,-8.6%,9.3%,8.3%,nt,
CC(=O)Oc1ccc(N2C(=O)C3C4C=CC(O4)C3C2=O)cc1 (stereo not given),-0.7%,-7.8%,0.6%,0.1%,5.0%,
O=C(NC1CCN(Cc2nnnn2CCc2ccccc2)CC1)c1ccccc1F,-4.5%,6.1%,2.3%,14.3%,-1.6%,
CC12CN3CC(C)(CN(C1)C3c1ccc(Br)cc1)C2 (stereo not given),3.5%,0.2%,i,-5.0%,-8.4%,inhibitors of VEEV 10K pilot screen=0.1
c1ccc(COn2c(-c3ccccc3)nc3c2CCc2nonc2-3)cc1,2.8%,3.1%,1.6%,-2.9%,0.7%,
Cc1ccc(C(=O)Nc2scc(-c3ccccc3)c2C(=O)O)cc1,-7.7%,16.9%,0.6%,67.7%,1.9%,
CCCc1cc(=O)oc2cc3oc(C)c(C)c3cc12,-0.9%,-8.0%,0.3%,10.6%,4.2%,
COc1ccc(N(CC(=O)NC2CC3CCC2C3)S(=O)(=O)c2ccc(C)c([N+](=O)[O-])c2)cc1 (stereo not given),-9.7%,2.1%,3.4%,1.9%,7.0%,
Cc1cccc(NC(=S)NCCc2ccccn2)c1,nt,3.4%,0.5%,10.1%,1.2%,
CN(CC(O)CN)CC(O)CN1CCCCC1 (stereo not given),-0.2%,-1.1%,0.3%,-1.4%,4.8%,
Cc1ccc(S(=O)(=O)NCCC(=O)N2CCCC(C)C2)cc1 (stereo not given),-3.1%,-2.0%,0.5%,25.1%,2.6%,
CC(NC(=O)C(C(=O)c1cccc([N+](=O)[O-])c1)n1cc(Cl)ccc1=O)c1ccccc1 (stereo not given),-4.6%,2.6%,0.3%,-3.0%,-6.6%,
Cc1ccc(C(=O)Nc2ccc(S(=O)(=O)N3CCCC3)cc2)cc1,6.8%,0.8%,0.9%,-10.1%,-30.0%,
CC1CCCN(c2ccc(C(=O)Nc3nnc(C4CC4)s3)cc2[N+](=O)[O-])C1 (stereo not given),-9.4%,2.6%,2.0%,9.5%,-7.1%,
C[C@H](CO)N1C[C@H](C)[C@@H](CN(C)C(=O)Nc2ccc(C(F)(F)F)cc2)Oc2c(NS(=O)(=O)c3cn(C)cn3)cccc2C1=O,0.0%,3.6%,0.9%,14.7%,nt,
CCCCN(C)CCNC(=O)CCn1nc(-c2ccc(Cl)cc2)ccc1=O,-4.5%,-3.7%,i,-0.8%,-1.6%,
COc1cc(-c2noc(-c3ccccc3C(=O)NCc3ccco3)n2)cc(OC)c1OC,-8.6%,1.7%,6.3%,9.4%,14.7%,
Cc1ccc(N2C(=O)c3ccc(C(=O)O)cc3C2=O)c(C)c1,-3.7%,0.4%,0.2%,-28.9%,-9.0%,
COc1ccc(NC(=S)N2CCN(c3ccc([N+](=O)[O-])cc3)CC2)cc1OC,8.5%,-2.8%,0.2%,42.7%,5.1%,
CN(Cc1nccs1)C(=O)c1ccc(OC2CCN(Cc3ccccn3)CC2)cc1,-1.1%,-2.3%,0.6%,-4.5%,-0.1%,
O=C(/C=C/c1cnc2ccccc2n1)NC12CC3CC(CC(C3)C1)C2,11.8%,30.8%,0.8%,-8.4%,16.2%,inhibitors of VEEV 10K pilot screen=0.9
COCC(C)N1C(=O)Cc2c1nc(N)c1c(N)nc(N3CCN(c4ccccc4F)CC3)c(C#N)c21 (stereo not given),-7.7%,55.4%,7.4%,-2.4%,7.1%,
CCS(=O)(=O)N1CCCC(C(=O)NCCc2ccc(C)cc2)C1 (stereo not given),-8.9%,6.4%,1.2%,-14.4%,-3.5%,
COc1ccc(C(=O)Nc2ccccc2C(=O)NCc2ccco2)cc1OC,2.2%,7.5%,2.5%,25.2%,-8.8%,
Cn1c(SCc2nc(-c3ccc(Cl)cc3)no2)nnc1-c1cccs1,3.7%,-16.5%,2.2%,8.4%,-5.6%,
CC1(C)Cc2c(c(-c3ccco3)nc3n[nH]c(N)c23)CO1,4.3%,1.6%,4.8%,8.2%,6.7%,
Cc1cc(CN2CCCC(CO)(Cc3cccc(Cl)c3)C2)n[nH]1 (stereo not given),2.8%,2.2%,i,-5.1%,-7.8%,
COc1cc(OC)cc(C(=O)NNC(=S)NC(=O)c2cccnc2)c1,-12.1%,?,5.2%,40.8%,-2.6%,
Cn1nnnc1SCC(=O)NC1CCCC1,-3.0%,-4.8%,0.4%,-31.4%,5.4%,
CCOC(=O)C(C(=O)Cc1ccccc1)c1ccccc1 (stereo not given),2.5%,nt,4.3%,nt,nt,
CC(C)(C)c1cc(CCC(=O)N2CCC2)cc(C(C)(C)C)c1O,-6.0%,-1.5%,3.9%,4.2%,-10.2%,
COc1ccccc1NC(=O)c1ccc(SCC(=O)NCc2ccccc2Cl)c([N+](=O)[O-])c1,-0.1%,-6.6%,0.7%,-6.3%,-5.7%,
CC1CCN(C(=O)COC(=O)c2c[nH]c3ccccc23)CC1,-1.4%,nt,0.4%,nt,nt,
CCOC(C(=O)OCCC[N+](C)(CC)CC)(c1ccccc1)c1ccccc1,-1.3%,-0.1%,1.3%,22.3%,-8.7%,
Cc1cc(=O)oc(C)c1C(=O)Nc1ccc2ncccc2c1,14.4%,1.2%,4.0%,1.4%,3.4%,
COc1cccc(CN(C(=O)c2ccc([N+](=O)[O-])cc2)C2CCS(=O)(=O)C2)c1 (stereo not given),5.1%,-4.2%,1.4%,3.7%,5.3%,
COc1ccc(C(=O)OCC(=O)Nc2ccc(OC(F)F)cc2)c(OC)c1,-7.8%,-0.8%,i,13.8%,6.1%,
COc1ccc(NC(=O)N2CCc3ccccc3C2)c(OC)c1,-0.9%,-2.4%,1.4%,-1.0%,-4.7%,
Cc1cc(/C=N/Nc2ncnc(N)c2[N+](=O)[O-])c(C)n1-c1ccccc1,-3.6%,-0.1%,i,-1.9%,-8.0%,
CCC/C(=C1/c2ccccc2C(=O)N1c1ccccc1)c1ccc2c(c1)OCO2,1.1%,-1.9%,0.3%,2.4%,nt,
c1ccc(CCNc2ccc3nncn3n2)cc1,6.5%,-5.8%,0.8%,nt,-10.9%,
O=C(Cn1nnc(-c2ccccc2Cl)n1)N1CCN(S(=O)(=O)c2ccc(Cl)cc2)CC1,2.1%,-1.3%,i,14.5%,-1.2%,
O=C(NC(=O)c1ccccc1)NC(=O)c1ccccc1,1.7%,-10.2%,0.8%,-9.2%,-2.2%,
O=C(CN(c1cccc(C(F)(F)F)c1)S(=O)(=O)c1ccccc1)N1CCOCC1,4.8%,-3.3%,1.2%,-10.0%,-2.5%,
Cc1ccc(-c2csc(=S)n2CC(=O)OCC(=O)NC(C)C(C)C)cc1 (stereo not given),27.6%,0.8%,1.7%,37.7%,8.5%,
CC(=O)Nc1ccc2c(c1)n(C)c(=O)n2C,-6.2%,-1.8%,0.3%,4.0%,-2.5%,
Cc1ccc(NC(=O)Cn2nc(C)c3ccccc3c2=O)cc1,-48.8%,-5.9%,0.7%,-6.4%,-6.1%,
N#Cc1ccccc1OCC(=O)NC1CCCCC1,1.6%,2.0%,1.0%,0.3%,nt,
CCCCC(=O)Nc1ccc2oc(-c3cccnc3)nc2c1,-10.9%,7.9%,5.9%,-4.7%,-8.6%,
Cc1ccc(-c2c[n+](Cc3ccc(Cl)c(Cl)c3)c3n2CCC3)cc1,-8.7%,31.2%,4.2%,56.1%,33.3µM*,
